Wnt bcat act: activators of Wnt/beta-catenin signaling; 300,000 tested, 1.2% active; Wnt/beta-catenin reporter cell assay, activator, plate reader; activation, % at 9.35 µM; in the data active = activation above about 30%, passing the limit was not always enough; inconclusive = no clear call, values can overlap the other calls;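 note: 0% = neutral control wells and 100% = positive control wells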
CAL PDZ inh: inhibitors of human CAL PDZ peptide binding | 330,000 tested, 0.02% active | Q9HD26 | inhibition, % at 20 µM | purified CAL PDZ, TMR-peptide fluorescence polarization, 1 h;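 active = highest replicate inhibition of at least 40%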;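 note: plate controls were DMSO neutral control wells for no effect and unlabeled competitor peptide control wells for full effect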
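Material: tagged CAL PDZ protein CerCALP, purified; buffer or medium: sodium phosphate/NaCl buffer pH 7.4 with TCEP, IgG, Thesit; also added: fluorescent TMR peptide probe; schedule: 1 h incubation at room temperature before polarization reading; technique: fluorescence polarization from S- and P-plane intensities, G-factor corrected; control set: unlabelled peptide and DMSO controls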
PfHsp90 set2: inhibits growth of yeast expressing Plasmodium falciparum Hsp90. 310,000 tested, 0.32% active. inhibition, % at 9.4 µM. S. cerevisiae expressing PfHsp90, BacTiter-Glo ATP, 48 h; yeast lacking PDR1 and PDR3 efflux regulators. AID 504621;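 active = every replicate shows inhibition above about 80%, whatever the replicate mean, limit read from the data; inconclusive = mean inhibition reaches the set limit but some replicate falls short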;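 note: 0% = DMSO neutral controls and 100% = 20 µM radicicol positive controls; yeast relying on Plasmodium falciparum Hsp90 in place of its own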
DAGLB inhibitor: diacylglycerol lipase beta (human) inhibition; 340,000 tested, 0.059% active; inhibition, % at 5.17 µM; HEK293T DAGLB membrane lysate, EnzChek fluorogenic substrate; Q8NCG7; in the data active = inhibition above about 34%;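 note: 0% = enzyme with vehicle and 100% = wells lacking enzyme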
AddAB inh: less growth of phage-infected E. coli with AddAB | E. coli expressing H. pylori AddAB, absorbance growth | 330,000 tested, 0.29% active | inhibition, % at 11.9 µM; in the data active = inhibition above about 12%;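 note: 0% = vehicle wells of infected cells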
Ecoli viability: bacterial growth inhibition, counter-screen for AddAB inhibitors | 330,000 tested, 0.27% active | inhibition, % at 11.9 µM | E. coli V3065 growth, OD600 absorbance, 18 h;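 active = inhibition above the campaign's mean inhibition across all tested compounds plus 3 SD, cut at about 9.9% in these data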;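 note: uninfected addAB+ strain grown without phage in ampicillin broth; 0% = DMSO wells and 100% = ciprofloxacin 0.95 µg/ml wells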
PvdQ inh: P. aeruginosa PvdQ acylase inhibition; AID 488965; purified PvdQ acylase, fluorescence plate reader; inhibition, % at 10 µM; 340,000 tested, 0.063% active; in the data active = inhibition above about 30%, passing the limit was not always enough; inconclusive = no clear call, values can overlap the other calls;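 note: 0% = vehicle neutral wells and 100% = reference inhibitor wells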
Rtt109 HAT inh: inhibitors of Candida albicans Rtt109/Vps75 histone acetyltransferase; Q5AAJ8; purified Rtt109/Vps75, ThioGlo CoA-SH fluorescence, 4 h; inhibition, % at 34.9 µM; 330,000 tested, 0.16% active; AID 540336;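 active = inhibition of at least 50% in every replicate; inconclusive = best replicate reaches 50% inhibition but some replicates fall short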
Target sequence (Q5AAJ8 whole entry, looked up): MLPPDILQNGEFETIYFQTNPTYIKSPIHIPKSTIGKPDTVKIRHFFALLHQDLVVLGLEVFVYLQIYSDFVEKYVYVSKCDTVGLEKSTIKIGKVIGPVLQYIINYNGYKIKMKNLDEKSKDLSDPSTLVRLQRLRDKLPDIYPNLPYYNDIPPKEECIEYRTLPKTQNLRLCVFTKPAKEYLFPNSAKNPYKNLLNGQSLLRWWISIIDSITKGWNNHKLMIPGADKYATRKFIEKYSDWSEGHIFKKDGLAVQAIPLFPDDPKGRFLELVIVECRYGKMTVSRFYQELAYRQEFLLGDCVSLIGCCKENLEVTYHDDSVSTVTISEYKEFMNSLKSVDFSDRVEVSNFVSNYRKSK
Tat export inh: blocks Tat-dependent protein export in E. coli | inhibition, % at 10 µM | 340,000 tested, 0.036% active | E. coli MC4100 TorA-mCherry Tat export, fluorescence;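 active = mean replicate inhibition at least 50% and at least half of replicates individually reaching 50%; inconclusive = only one of the two criteria met; inactive = neither criterion met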;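 note: exported cargo escapes ClpAP degradation while cytoplasmic cargo is degraded and loses fluorescence; 0% = median of neutral control wells and 100% = median of NaSCN control wells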
phage Ecoli inh: E. coli growth loss with phage present; AID 651602; inhibition, % at 11.9 µM; growth absorbance; 360,000 tested, 0.26% active; in the data active = inhibition above about 11%
The depositor's hits bear a star; ? = inconclusive; · = no result given; & = joins results of further samples.

Molecule	Wnt bcat act	CAL PDZ inh	PfHsp90 set2	DAGLB inhibitor	AddAB inh	Ecoli viability	PvdQ inh	Rtt109 HAT inh	Tat export inh	phage Ecoli inh
O=C(OCCOc1ccccc1)c1cc(S(=O)(=O)N2CCOCC2)ccc1Cl	-3	-0.3	3	-6	0.1	-1.4	-18	-8	0	1.2
COc1ccc(C(=O)Nc2ccc(C(=O)Nc3cccnc3)cc2)cc1	-2	-0.2	24	-1	4.1	2.2	-28	-8	2	2.1
CC(NC(=O)c1noc2c1CCCC2)c1ccccc1 (stereo unspecified)	·	·	8	3	-1.1	-1.0	-12	-3	0	3.2
Cc1c(C(=O)OCC(=O)N(C)c2ccccc2)cccc1[N+](=O)[O-]	-2	-0.9	-3	-6	-1.6	0.5	4	-2	-2	2.1
CCN(CC(=O)NC(c1ccccc1)c1ccccc1)Cc1nc2ccccc2c(=O)[nH]1	·	-0.4	2	3	2.5	-0.5	-3	-6	-1	1.2
c1ccc(CN2CCC(N3CCN(Cc4ccc5c(c4)OCO5)CC3)CC2)cc1	0	0.6	1	0	-0.3	2.3	0	-5	-1	2.4
COc1ccc(C(=O)/C=C/c2cn(CN3CCN(C)CC3)c3ccccc23)cc1	·	0.3	-11	-1	0.9	-0.2	-6	-2	-1	·
CCCc1cc(=O)oc2cc(C)cc(OCC(=O)Nc3ccc(CN4CCOCC4)cc3)c12	0	-5.7	4	-2	5.1	-1.8	-12	-7	-12	1.6
COc1cc(C(=O)NCc2cccs2)ccc1OCc1c(C)noc1C	-4	-0.5	-11	0	2.2	-0.3	-16	-4	0	0.8
Nn1cc(-c2ccccc2)nc1SCC(=O)N1CCN(S(=O)(=O)c2ccc(Cl)cc2)CC1	·	-0.7	71	2	-0.3	-2.4	-2	3	-2	-0.6
COCCn1c(SCc2c(F)cccc2Cl)nc2c1c(=O)[nH]c(=O)n2C	·	-2.1	4	0	1.1	1.9	-5	9	-2	0.1
O=C(Nc1ccccc1)c1cc2n(n1)C(C(F)(F)F)CC(C1CC1)N2 (stereo unspecified)	11	-2.0	27	-1	3.4	0.4	-11	-1	8	2.0
CC(=O)c1c(C)[nH]c(C(=O)CN2C(=O)NC(C)(CCC(C)C)C2=O)c1C (stereo unspecified)	0	-1.4	1	0	2.9	1.3	3	9	-8	1.5
CCC(CC)C(=O)Nc1nnc(S(=O)(=O)N2c3ccccc3CC2C)s1 (stereo unspecified)	-3	-0.7	-11	1	-0.4	-0.3	2	7	13	3.1
O=S1(=O)CCC(NC(=S)NCCNC(=S)NC2CCS(=O)(=O)C2)C1 (stereo unspecified)	·	-0.2	6	-3	3.6	-0.3	-12	7	4	4.6
COc1ccc(C(=O)Nc2cccc3cccnc23)cc1OC	7	-3.5	-14	-4	0.5	0.7	-8	8	0	1.3
Cc1ccc(OC(C)C(=O)Nc2ccc3c(c2)n(C)c(=O)n3C)c(C)c1 (stereo unspecified)	1	-2.0	6	0	·	·	1	-2	1	-0.2
CC(C)C1N(c2ccccc2)C(N)=C(C#N)C1(C#N)C#N (stereo unspecified)	·	·	3	2	0.9	0.4	-14	0	3	2.2
O=C(OCc1cccc([N+](=O)[O-])c1)c1cc2ccccc2oc1=O	1	-0.1	-14	-1	-1.2	0.6	-9	-2	2	2.5
COc1cc(/C=C(\NC(C)=O)C(=O)Nc2cccc(O)c2)ccc1OC(C)=O	·	0.1	-14	1	2.2	-0.3	-7	9	-1	3.1
O=C(Nc1ccccc1)C1=C[C@@H](c2ccccc2)C[C@@H](OCc2ccc(CO)cc2)O1	21	-0.6	0	-7	1.7	-0.1	1	-5	-2	2.2
CC(=O)c1cccc(NC(=O)Nc2ccc(C(=O)N3CCCC3)cc2)c1	·	-1.6	22	2	-1.8	-3.6	-10	9	-9	0.9
O=C(Nc1ccccc1F)C1CCN(C(=O)Cc2ccccc2)CC1	-3	-2.1	9	4	5.5	1.2	3	26	?	0.5
CN1CCN(S(=O)(=O)c2cccc(C(=O)Nc3ccccc3N3CCCCC3)c2)CC1	-3	-1.9	·	0	2.6	-0.4	-2	-19	1	1.3
COc1ccc(NS(=O)(=O)c2cccc(-c3nnc4n3CCCCC4)c2)cc1	-4	-1.7	-8	1	4.8	0.3	-11	1	3	3.3
COc1ccc(N2C(=S)N=C(Nc3cccc(C)c3)C23CCCCC3)cc1	1	-2.0	-4	1	2.8	3.1	-12	-1	5	1.5
O=C(NC1CCN(c2ncccn2)CC1)c1c(F)cccc1F	-2	0.6	-4	-2	-0.7	-0.9	3	-5	-2	1.4
CCN(CC)CCN(C(=O)C1=COCCO1)c1nc2cc(C)cc(C)c2s1	-1	-3.0	-5	-4	-0.7	1.1	2	2	-4	1.3
O=C(COC(=O)C12CC3CC(CC(C3)C1)C2)Nc1nc2c(F)c(F)c(F)cc2s1	2	0.1	-5	-14	0.8	-0.5	-12	-3	2	3.2
O=C(Cc1nc2ccccc2[nH]1)c1ccc(Br)cc1	17	-1.8	11	1	3.1	-0.3	-11	0	5	2.7
COc1cc(/C=N\NC(=O)CC(=O)NCCc2ccccc2)ccc1O	0	·	10	-1	0.5	0.5	-8	7	-3	3.5
O=C(C(c1ccccc1)c1ccccc1)N1CCN(Cc2ccccn2)CC1	0	-0.5	31	0	0.5	-0.3	-6	-18	-11	-6.4
O=C(COc1cccc(Br)c1)Nc1ccc(Cl)c(S(=O)(=O)N2CCOCC2)c1	0	-2.8	·	-3	-2.0	-1.4	0	2	4	-1.0
CC(C)OCC(O)CN (stereo unspecified)	-6	0.2	-104	-4	1.2	-0.4	0	0	-4	3.1
COc1ccc(S(=O)(=O)N2CCCCC2)cc1NC(=O)c1cc(C)on1	-2	-0.3	·	-3	0.2	-1.7	-9	-4	11	2.1
COc1ccc(C2CC(c3ccccc3)=NN2C(=O)COC(=O)c2ccc(Cl)nc2)cc1 (stereo unspecified)	3	-1.1	1	-3	-1.2	-1.1	27	-5	4	2.1
C/C(=N\NC(=O)C(=O)Nc1cccc(Cl)c1)c1ccncc1	0	-2.2	19	4	1.5	2.0	-9	-1	-8	2.0
COc1ccccc1OC(C)C(=O)N1CCC(Cc2ccccc2)CC1 (stereo unspecified)	0	0.0	-4	-10	3.6	2.0	6	2	2	3.3
CCOC(=O)c1ccc2nc3c(cc2c1)CCS3	·	-1.4	5	-2	-0.6	-1.6	-15	0	4	-0.1
O=C(NOCc1ccccc1)c1ccccc1	32*	0.9	11	2&0	-1.5&1.7	-1.4&1.8	-9	-8	-3	3.1
O=C(O)C(Cc1ccc(O)cc1)N1C(=O)c2ccccc2C1=O (stereo unspecified)	1	-0.7	3	-1	-2.5	-2.3	-4	0	-4	1.2
CSc1ccc(CCNC(=O)CCc2nnc3ccc(N4CCC5(CC4)OCCO5)nn23)cc1	-1	-1.4	0	2	5.4	0.8	10	17	11	0.6
Cc1cc(C)nc(NC(=O)Cc2cccs2)n1	·	-0.1	20	0	2.1	2.1	-6	-1	-6	-4.4
O=C(C1=C(O)C(=O)N(CCc2ccccc2)C1c1cccs1)c1ccco1 (stereo unspecified)	0	-2.2	14	2	6.5	1.0	1	6	1	2.7
Cc1occc1C(=O)N1CCN(c2ccc(Cl)c(Cl)c2)CC1	·	·	·	-2	2.6	-1.7	0	-10	-2	2.6
COC(=O)c1ccccc1CSc1nsc(/C=C/N(C)C)c1C#N	·	-0.8	0	0	-0.9	-1.0	-6	0	3	·
O=C(O)CCN1CC2([N+](=O)[O-])CC=C(OCCO)C([N+](=O)[O-])(C1)C2 (stereo unspecified)	-1	-0.6	-7	1	2.1	-1.1	-1	-4	-6	5.7
CCOC(=O)c1cnc2ccc(Cl)cc2c1NCCN(C)C	·	-2.0	-11	-5	4.2	-0.8	-17	-9	-14	-0.5
O=C(NC1CCCCC1)c1ccccc1NC(=S)NC(=O)C1CCC1	-6	-0.5	-8	-3	-2.0	-1.1	1	1	-11	2.2
Cc1nn(C)c(C)c1CNC(=O)c1cc2n(n1)C(C(F)(F)F)CC(c1cccs1)N2 (stereo unspecified)	1	-1.6	-27	5	-0.7	-1.7	-6	10	-5	3.0

Reformatted field by field: entries from further up.
O=C(Nc1ccccc1)c1cc2n(n1)C(C(F)(F)F)CC(C1CC1)N2 (stereo unspecified)
  Wnt bcat act: 11
  CAL PDZ inh: -2.0
  PfHsp90 set2: 27
  DAGLB inhibitor: -1
  AddAB inh: 3.4
  Ecoli viability: 0.4
  PvdQ inh: -11
  Rtt109 HAT inh: -1
  Tat export inh: 8
  phage Ecoli inh: 2.0
COc1cc(/C=N\NC(=O)CC(=O)NCCc2ccccc2)ccc1O
  Wnt bcat act: 0
  CAL PDZ inh: ·
  PfHsp90 set2: 10
  DAGLB inhibitor: -1
  AddAB inh: 0.5
  Ecoli viability: 0.5
  PvdQ inh: -8
  Rtt109 HAT inh: 7
  Tat export inh: -3
  phage Ecoli inh: 3.5
O=C(O)C(Cc1ccc(O)cc1)N1C(=O)c2ccccc2C1=O (stereo unspecified)
  Wnt bcat act: 1
  CAL PDZ inh: -0.7
  PfHsp90 set2: 3
  DAGLB inhibitor: -1
  AddAB inh: -2.5
  Ecoli viability: -2.3
  PvdQ inh: -4
  Rtt109 HAT inh: 0
  Tat export inh: -4
  phage Ecoli inh: 1.2

Compound activity as filed in PubChem BioAssay.
